Source: PubChem BioAssay
Tn7 DDE FP: disrupts Tn7 cyclic peptide binding to fibrin D-Dimer-E complex. actives 0.13% (n = 370,000). inhibition, % at 8.3 µM. FP displacement of FITC-Tn7 peptide from fibrin DD(E); 0% = median of compound wells per plate;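 active = inhibition above the mean of compounds falling within the control limits plus 3 SD of them, cut at about 14% in these data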;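 also: 0% = plate median of compound wells and 100% = 10 µM Aha-Tn7 peptide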
Target sequence (P02675 whole entry, looked up): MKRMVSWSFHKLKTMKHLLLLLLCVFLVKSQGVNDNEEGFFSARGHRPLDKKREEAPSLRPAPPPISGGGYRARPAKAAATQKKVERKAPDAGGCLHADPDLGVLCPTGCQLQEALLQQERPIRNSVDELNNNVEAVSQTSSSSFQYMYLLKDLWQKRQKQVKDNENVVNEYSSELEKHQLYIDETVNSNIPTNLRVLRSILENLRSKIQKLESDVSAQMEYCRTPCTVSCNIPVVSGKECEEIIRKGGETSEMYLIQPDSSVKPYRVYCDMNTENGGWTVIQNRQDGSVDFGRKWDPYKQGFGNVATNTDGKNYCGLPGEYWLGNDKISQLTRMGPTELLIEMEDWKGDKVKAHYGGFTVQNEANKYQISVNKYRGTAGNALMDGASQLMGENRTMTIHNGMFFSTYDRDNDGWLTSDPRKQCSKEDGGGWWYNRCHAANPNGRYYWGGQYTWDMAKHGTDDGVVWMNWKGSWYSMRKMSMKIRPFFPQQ
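System: human fibrin DD(E); quantity: Fibrin-DD(E) at 2 µM final; also added: fluorescent Tn7 probe at 0.1 µM; compound dosing: single nominal test concentration of 8.3 µM per compound; schedule: 10 min preincubation, 3 h with tracer, room temperature; detection: fluorescence polarization of the labelled Tn7 tracer; repeats: one replicate per compound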
MBD2 DNA inh: MBD2-methylated oligo binding inhibition | Q9UBB5 | TR-FRET, MBD2 binding to methylated oligonucleotide | inhibition, % at 4.4 µM | actives 0.31% (n = 370,000) | AID 686964; in the data active = inhibition above about 13%
PLCg1 inh: blocks human PLC-gamma1 enzyme activity; actives 0.84% (n = 370,000); AID 720700; purified PLC-gamma1, fluorogenic substrate, fluorescence; P19174; inhibition, % at 12.2 µM; in the data active = inhibition above about 9.5%
Tn6 DDE FP: inhibitors of Tn6 peptide binding to human fibrin DD(E); Fibrin DD(E) TRITC-Tn6 fluorescence polarization displacement; AID 720509; actives 0.21% (n = 370,000); inhibition, % at 8.3 µM;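 active = inhibition above a per-campaign cutoff: mean of compounds within control limits plus 3 SD, cut at about 15% in these data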;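 also: 0% = median of all compound wells on the plate and 100% = blocking peptide control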
KLK7 zymogen act: proKLK7 (human) activation, primary screen; activation, % at 7 µM; P49862; purified proKLK7, EDANS-DABCYL substrate fluorescence; 100% is mature enzyme control, 0% vehicle; AID 652039; actives 0.9% (n = 370,000);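 active = activation above the mean of all tested compounds plus 3 SD, computed per campaign excluding outliers beyond control limits, cut at about 13% in these data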
Target sequence (P49862 whole entry, looked up): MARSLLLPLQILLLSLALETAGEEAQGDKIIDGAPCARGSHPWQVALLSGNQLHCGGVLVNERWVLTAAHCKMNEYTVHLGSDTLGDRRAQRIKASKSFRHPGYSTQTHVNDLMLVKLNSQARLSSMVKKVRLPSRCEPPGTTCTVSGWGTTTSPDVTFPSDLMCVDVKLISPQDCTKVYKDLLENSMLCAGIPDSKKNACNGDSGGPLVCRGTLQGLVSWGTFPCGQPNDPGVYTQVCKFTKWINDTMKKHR
ASAP1 inh: ASAP1 ArfGAP inhibition; ASAP1-stimulated ARF1 GTP hydrolysis, GDP FP detection; inhibition, % at 16.5 µM; actives 0.19% (n = 360,000); AID 624377; in the data active = inhibition above about 25%;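 also: 0% = vehicle with enzyme and substrate and 100% = no enzyme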
ARFGAP1 inhibitor: rat ARFGAP1 inhibition; Arfgap1-stimulated ARF1 GTP hydrolysis, GDP FP detection; inhibition, % at 16.5 µM; actives 0.26% (n = 360,000);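 active = inhibition above a per-plate limit, mean inhibition of low control wells plus 3 SD, cut at about 25% in these data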;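 also: 0% = DMSO wells with enzyme and 100% = wells lacking Arfgap1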
Target sequence (Q62848 1-136 limits assumed): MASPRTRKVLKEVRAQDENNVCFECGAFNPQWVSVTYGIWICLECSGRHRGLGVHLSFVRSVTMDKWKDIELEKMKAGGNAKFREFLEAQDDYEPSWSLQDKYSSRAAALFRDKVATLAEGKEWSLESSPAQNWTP
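System: truncated rat Arfgap1 GAP domain / Medium: HEPES-based buffer, pH 7.5 / Also added: N-terminally truncated human ARF1-GTP substrate / Incubation: enzyme reaction 120 min at 25 °C after 20 min preincubation / Measured by: FP of antibody-bound GDP Alexa 633 tracer, ex 620/em 688 nm / Replicates: singlicate, each compound tested once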
PLC-beta3 inh: PLC-beta3 (human) inhibition, primary screen; Q01970; Purified PLC-beta3, fluorogenic substrate, fluorescence; inhibition, % at 12.2 µM; actives 0.18% (n = 370,000); AID 720704; in the data active = inhibition above about 11%;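 also: 0% = median of compound wells on plate and 100% = full blocker control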
UHRF1 MBD2 ctr: human UHRF1 methylated DNA binding inhibitors | Q96T88 | UHRF1 binding to methylated oligo, TR-FRET | inhibition, % at 4.4 µM | actives 0.75% (n = 370,000); in the data active = inhibition above about 21%;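 also: UHRF1 SRA domain binding a hemimethylated CpG hairpin DNA probe; 0% = median of test compound wells and 100% = reference inhibitor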
ADAM17 inh: inhibitors of human ADAM17; P78536; recombinant ADAM17, EDANS/DABCYL FRET peptide cleavage; inhibition, % at 6.95 µM; actives 0.83% (n = 370,000);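 active = inhibition above the mean of compounds lying between control limits plus 3 SD, set per campaign, cut at about 8.5% in these data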;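 also: 0% = DMSO-only wells as the low control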
* marks the source's active call; other numbers are inactive results; i = inactive; . = no result given.

Tn7 DDE FP,MBD2 DNA inh,canonical_smiles,PLCg1 inh,Tn6 DDE FP,KLK7 zymogen act,ASAP1 inh,ARFGAP1 inhibitor,PLC-beta3 inh,UHRF1 MBD2 ctr,ADAM17 inh
-3,-3,Cc1ccc(S(=O)(=O)N2C(N)=C(C(=O)NCc3ccc(Br)cc3)C(c3ccc(Cl)cc3)C2C(=O)c2ccccc2)cc1 (configuration not stated),-9,-1,.,.,.,-13,-5,1
0,9,CC1(C(=O)NS(=O)(=O)c2cccs2)CCN1C(=O)C1CC1 (configuration not stated),1,0,0.6,-4,0,-2,1,-4
-1,-2,COC(=O)c1ccccc1SC(CC(=O)c1ccccc1)c1ccc(F)cc1 (configuration not stated),-2,4,0.0,5,7,3,2,-5
-5,-4,CCc1nc(N2CCN(S(=O)(=O)c3ccc(Br)cc3)CC2)c2c(C)c(C)sc2n1,2,-6,0.5,1,-3,3,2,0
4,3,Cc1cc(C)n2c(C)nnc2c1,0,-4,-0.5,2,5,-6,3,-6
2,3,O=C(c1ccc(S(=O)(=O)Cc2ccccc2Cl)c([N+](=O)[O-])c1)N1CCN(c2ccccn2)CC1,3,-4,0.8,-1,6,-6,5,-1
0,7,Cc1nnc(SCC(=O)NNC(=O)c2ccccc2)n1-c1ccccc1,8,-5,0.8,0,4,-2,10,-4
6,2,COc1ccc(Oc2c(OC)cc(NCc3ccc(CN)cc3)c3ncccc23)cc1,-49,0,0.1,9,1,-61,0,-11
5,8,CCOC(=O)C1CCN(C(=O)COC(=O)c2cccc(F)c2)CC1,1,8,-0.1,1,1,1,11,-1
-8,-4,CC(=O)c1ccsc1-c1c(C)cc2oc(=O)cc(-c3ccccc3)c2c1C,-4,-6,-0.3,2,2,-14,2,7
6,3,CCN(CC)CC(O)COc1ccc2c(c1)OCO2 (configuration not stated),-5,-3,0.1,-1,-1,1,-3,-2
2,-1,O=C(N/N=C/c1c(F)cccc1Cl)c1cc(C2CC2)[nH]n1,-1,-3,-0.2,5,11,-3,0,-3
2,-6,COc1cc(N2CCC(O)CC2)ccc1Nc1cc(Nc2ccccc2S(=O)(=O)C(C)C)c2cc[nH]c2n1,-23,-14,-0.2,9,8,-34,-5,1
-1,-5,COc1ccccc1N1CCN(C(=O)CCC(=O)Nc2nnc(CC(C)C)s2)CC1,3,-6,0.0,0,11,-2,-2,0
-9,3,COc1ccc(OC)c(Nc2nc(-c3sc(NC(=O)C(C)(C)C)nc3C)cs2)c1,-14,4,0.1,-5,13,-37,0,1
1,-2,CC1(C)CC(=O)C=C(Nc2ccc(C(=O)O)c(O)c2)C1,-390,5,-1.2,-2,-18,i,-7,-92
2,-3,COc1ccc(CN(C)CC(=O)NC2CCCc3ccccc32)cc1OC (configuration not stated),-1,1,0.5,-28,-8,2,-2,4
-3,4,Cc1ccc(C)c(NC(=O)CSc2nnc(CSc3nc(C)cc(C)n3)n2Cc2ccco2)c1,1,4,0.2,-5,-2,2,0,-4
-2,-2,CC(=O)Nc1ccc(S(=O)(=O)N2CCN(CC(=O)NC3CCCC3)CC2)cc1,1,7,-0.3,0,-13,3,-6,1
5,1,COCCN1C[C@@H](CO)O[C@@H](n2cnc3c(NCc4cc(OC)c(OC)c(OC)c4)ncnc32)C1,4,-8,-0.2,5,-7,1,5,1
1,-1,Cc1cc(C)cc(NC(=O)N(CCC#N)Cc2cccs2)c1,-4,4,0.5,-14,-7,0,-1,-2
3,1,CN(C(=S)Nc1ccc(Oc2ccccc2)cc1)C1CCCCC1,-4,-2,-0.2,15,-4,-4,2,3
4,-6,COC(=O)c1ccc(CSc2nc3ccc(S(=O)(=O)N4CCOCC4)cc3[nH]2)cc1,-2,0,0.2,-2,3,2,-5,1
-2,-4,C=CCn1c(SCC(=O)NCC(c2ccccc2)N(C)C)nnc1C1CCCCC1 (configuration not stated),1,4,0.3,-9,-4,-2,1,1
-1,1,COc1cc(C(=O)NCc2nnc(SCC(=O)NC3CCCC3)o2)cc(OC)c1OC,2,-3,-0.3,-13,0,-4,0,-10
-3,-3,COc1ccc(N2CCN(C(=O)Cc3ccc(S(=O)(=O)N4CCOCC4)s3)CC2)cc1,-7,-2,0.4,13,-6,-14,0,-1
0,0,Cc1cc(C(=O)CSc2nnnn2-c2ccccc2)c(C)n1-c1ccc2c(c1)OCO2,-4,-2,0.9,-6,6,-5,-2,-2
1,2,CCCCCc1nnc(NC(=O)c2ccc3nc[nH]c3c2)s1,-3,5,0.1,-6,2,-2,57*,-2
1,-1,CCN(CC)C(=O)Cn1cc(S(=O)(=O)CC(=O)NC2CCCCC2)c2ccccc21,-1,-5,0.0,-1,3,-11,2,-7
-2,-1,Cc1cc(C)c(OCC(=O)NCC(c2ccco2)N2CCCCC2)c(C)c1 (configuration not stated),3,6,0.0,-3,7,-1,-1,0

(cont.)
Tn7 DDE FP,MBD2 DNA inh,canonical_smiles,PLCg1 inh,Tn6 DDE FP,KLK7 zymogen act,ASAP1 inh,ARFGAP1 inhibitor,PLC-beta3 inh,UHRF1 MBD2 ctr,ADAM17 inh
-2,1,CCOc1nc(C)ccc1-c1noc(-c2ccccn2)n1,4,2,0.5,-6,0,0,-1,1
3,-6,NC(=O)c1ccc(NC(=O)CSc2nc3ccccc3c(=O)n2CCCN2CCOCC2)cc1,-5,-2,0.3,-6,-1,-5,-2,-3
-5,8,COc1cc(-c2nc(-c3ccccc3)c(-c3ccc(F)cc3)[nH]2)cc2c1OCO2,-18,1,-4.6,5,-8,-27,-4,-26
5,5,O=C(CCNC(=O)c1ccc([N+](=O)[O-])cc1)Nc1ccccc1N1CCCCC1,-2,1,0.3,5,2,-12,4,-3
2,-2,CCCCN1CN2Cc3ccccc3C2CS1(=O)=O (configuration not stated),-8,-3,-0.1,.,.,-7,-3,-4
1,-1,CCN(CC(=O)NC(C)(C)C)C(=O)COc1c(Cl)cc(Cl)c2ccc(C)nc12,-10,7,0.8,-3,6,-17,-1,-14
0,-2,CCC(C)c1ccc(OCCN2CCCC2)cc1 (configuration not stated),0,-8,0.5,-1,6,3,-1,1
1,-4,O=C(Cn1cc2c(n1)CCCC2)NCCc1ccccc1,4,-1,0.2,0,-8,1,-2,1
-6,3,O=C(O)c1cccc(S(=O)(=O)Nc2cccc(S(=O)(=O)Nc3ccc(Br)cc3)c2)c1,2,6,-0.3,3,-5,2,-2,1
3,-2,CN(C(=O)COC(=O)c1cc(-c2ccc(Cl)s2)nc2ccccc12)C1CCS(=O)(=O)C1 (configuration not stated),-62,2,-20,-1,-6,-86,1,-32
-3,5,Cn1c(=O)c(=O)n(C)c2cc(S(=O)(=O)Nc3ccc4c(c3)OCCO4)ccc21,-3,-3,0.5,-7,2,2,2,-5
2,1,O=CN1CCc2scc[n+]2-c2ccccc21,-2,4,0.1,-3,-11,0,-5,-4
-1,1,Cc1cc(OCC(=O)OCC(=O)N(C)Cc2ccccc2C)ccc1Cl,1,3,0.6,9,7,-8,-2,5
4,-2,CCOC(=O)C1(Cc2ccc(OC)cc2)CCN(C(=O)CN2CCN(CC)CC2)CC1,1,-8,-1.1,19,12,2,2,1
-6,-1,Cc1ccc(S(=O)(=O)O/N=C2\CCCc3ccccc32)cc1,-1,9,0.4,8,8,0,-4,-3
5,-4,O=C(O)CCN1C(=O)/C(=C\c2cccc(OCC(=O)Nc3ccc(Cl)cc3)c2)SC1=S,3,6,0.0,7,-10,-5,-8,1
-5,-4,Cc1cccc(-c2c3c(=O)n(C)c(=O)n(C)c3cn2C2CCCCC2)c1,-31,2,0.4,5,0,-1,-3,0
1,2,Cc1ccc(NC(=O)CSCC(=O)NCCc2ccccn2)c(C)c1,1,-2,0.2,0,2,-5,-2,-2
8,-6,CNC[C@H](O)c1cccc(O)c1,4,-4,0.7,21,-9,0,4,1
-5,-4,Cc1ccc(N(CC(=O)NC(C)c2ccccc2)S(=O)(=O)c2cccs2)cc1 (configuration not stated),4,2,-0.6,-3,6,2,1,-2
5,1,CC1CCCCC1NC(=S)Nc1ccc(Cl)cc1Cl (configuration not stated),2,2,0.1,-12,-4,3,-1,1
-4,-1,CC(C)(C)OC(=O)[C@H](Cc1ccccc1)NC(=O)c1nc[nH]c1C(=O)N1CCNCC1,0,14,0.3,-3,-4,4,5,-2
-4,-3,Cc1ccc2[nH]c(=O)c(CN(Cc3ccco3)C(=O)c3ccncc3)cc2c1,-2,-8,0.6,14,2,-8,0,-6
-6,1,CCCCC(=O)N/N=C/c1sccc1C,2,-4,-0.6,-6,-2,4,0,3
2,-1,C=CCCC(=O)N1C[C@H]2CCN(C)[C@H]2C[C@H]1c1ccccc1Br,2,2,1.0,-11,-9,1,2,-5
0,2,COc1cc2c(cc1NC(=O)CSc1nnc(-c3cccc(Cl)c3)n1-c1ccccc1)oc1ccccc12,-3,3,-0.6,.,.,-1,0,-2
-5,-6,COc1ccc(OC)c(C(c2c(C)[nH][nH]c2=O)c2c(C)[nH][nH]c2=O)c1,-5,-4,13*,10,-3,-12,-6,-9

Entries of single compounds, quoted from the list. Screens in order: Tn7 DDE FP, MBD2 DNA inh, PLCg1 inh, Tn6 DDE FP, KLK7 zymogen act, ASAP1 inh, ARFGAP1 inhibitor, PLC-beta3 inh, UHRF1 MBD2 ctr, ADAM17 inh
Results for Cc1ccc(NC(=O)CSCC(=O)NCCc2ccccn2)c(C)c1 → 1, 2, 1, -2, 0.2, 0, 2, -5, -2, -2
Results for O=C(O)CCN1C(=O)/C(=C\c2cccc(OCC(=O)Nc3ccc(Cl)cc3)c2)SC1=S → 5, -4, 3, 6, 0.0, 7, -10, -5, -8, 1
